MKP-1 inh: MKP-1 phosphatase inhibitors, primary screen, biochemical, in vitro; recombinant MKP-1, OMFP hydrolysis fluorescence; Dual specificity protein phosphatase 1 (Homo sapiens), P28562; hit rate 0.15% among 65,000; AID 374, 2006; inhibition, %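 (compounds tested at a single concentration somewhere between 10 and 100 µM)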;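 active = inhibition above about 50%, limit read from the data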;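 note: 0% = DMSO max control wells and 100% = wells with enzyme stopped by NaOH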
Fluor 339 460: intrinsic fluorescence of library compounds, ex339/em460 – biochemical, MLSMR library, data from DPM-DC assay, artefact control, profiling panel; compound autofluorescence, ex339/em460 nm, NADH buffer; stronger effect = higher value; 1 = no-compound wells, NADH background; fluorescence fold increase at 10 µM; hit rate 5.5% among 65,000;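 active = at 10 µM, mean starting fluorescence two-fold or more over control wells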;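 note: signal is the first read of a kinetic run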
PKA kinase inh: inhibitors of human PKA kinase activity, primary screen, biochemical, ATP-depletion luminescence, Kemptide substrate; cAMP-dependent protein kinase catalytic subunit alpha (Homo sapiens), P17612; PKA Kemptide phosphorylation, Kinase-Glo ATP luminescence; inhibition, % at 6 µM; AID 524, 2006; hit rate 0.1% among 65,000;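 active = inhibition above the screen-wide mean inhibition plus 3 SD, cut at about 21% in these data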; note: many of its hits are not listed in these tables
Abs 340nm: compound light absorbance at 340 nm, profiling panel, artefact control, biochemical, MLSMR library, data from PS, PMK, MK assays | compound absorbance at 340 nm, fold over control | fold change at 10 µM | 65,000 tested, under 10 active;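 active = at 10 µM dose, initial 340 nm absorbance at least 2 fold that of control wells; inactive = change under 2 fold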;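 note: initial absorbance extrapolated from kinetic A340 decline of NADH oxidation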
ROCK2 blocker: inhibitors of human ROCK2 kinase, primary screen, biochemical, high-throughput, luminescence; Rho-associated protein kinase 2 (Homo sapiens), O75116; AID 604, 2007; inhibition, % at 6 µM; purified ROCK2, Kinase-Glo ATP depletion luminescence; hit rate 0.35% among 60,000;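 active = inhibition above the screen-wide mean inhibition plus 3 SD, cut at about 18% in these data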;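 note: plate controls were DMSO wells for no effect and Y-27632 control wells after no-enzyme background subtraction for full effect; many of its hits are not listed in these tables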
Hsp90 block: tumor Hsp90 inhibitors, primary screen, cell lysate, fluorescence polarization, NCI-N417 lysate. Cy3B-geldanamycin FP displacement. Heat shock protein HSP 90-alpha (Homo sapiens), P07900. hit rate 0.35% among 64,000. AID 429, 2006. inhibition, % at 30 µM;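 active = inhibition above 50%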;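 note: 0% = tracer plus lysate wells and 100% = tracer alone without lysate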
JNK3 inh: JNK3 kinase activity inhibitors, primary screen, biochemical, human, purified enzyme; Mitogen-activated protein kinase 10 (Homo sapiens), P53779; HTS; inhibition, % at 8 µM; hit rate 0.61% among 60,000; AID 746, 2007; in the data active = inhibition above about 17%;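 note: 0% = DMSO and 100% = reference inhibitor; many of its hits are not listed in these tables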
HER2 expr 66K: inhibitors of Her2 protein expression, primary screen, SKBR-3 cells, AlphaScreen, 66K library; Receptor tyrosine-protein kinase erbB-2 (Homo sapiens), P04626; SKBR-3 HER2 protein level, 18-24 h; stronger effect = lower value; HER2 level % of control, % at 10 µM; hit rate 0.69% among 65,000;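 active = HER2 level under 5% of the carrier-only control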;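 note: 100% = DMSO carrier and 0% = 500 nM PU-H71 HSP90 inhibitor; lower value means stronger loss of Her2 protein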
Target sequence (P04626 whole entry, looked up): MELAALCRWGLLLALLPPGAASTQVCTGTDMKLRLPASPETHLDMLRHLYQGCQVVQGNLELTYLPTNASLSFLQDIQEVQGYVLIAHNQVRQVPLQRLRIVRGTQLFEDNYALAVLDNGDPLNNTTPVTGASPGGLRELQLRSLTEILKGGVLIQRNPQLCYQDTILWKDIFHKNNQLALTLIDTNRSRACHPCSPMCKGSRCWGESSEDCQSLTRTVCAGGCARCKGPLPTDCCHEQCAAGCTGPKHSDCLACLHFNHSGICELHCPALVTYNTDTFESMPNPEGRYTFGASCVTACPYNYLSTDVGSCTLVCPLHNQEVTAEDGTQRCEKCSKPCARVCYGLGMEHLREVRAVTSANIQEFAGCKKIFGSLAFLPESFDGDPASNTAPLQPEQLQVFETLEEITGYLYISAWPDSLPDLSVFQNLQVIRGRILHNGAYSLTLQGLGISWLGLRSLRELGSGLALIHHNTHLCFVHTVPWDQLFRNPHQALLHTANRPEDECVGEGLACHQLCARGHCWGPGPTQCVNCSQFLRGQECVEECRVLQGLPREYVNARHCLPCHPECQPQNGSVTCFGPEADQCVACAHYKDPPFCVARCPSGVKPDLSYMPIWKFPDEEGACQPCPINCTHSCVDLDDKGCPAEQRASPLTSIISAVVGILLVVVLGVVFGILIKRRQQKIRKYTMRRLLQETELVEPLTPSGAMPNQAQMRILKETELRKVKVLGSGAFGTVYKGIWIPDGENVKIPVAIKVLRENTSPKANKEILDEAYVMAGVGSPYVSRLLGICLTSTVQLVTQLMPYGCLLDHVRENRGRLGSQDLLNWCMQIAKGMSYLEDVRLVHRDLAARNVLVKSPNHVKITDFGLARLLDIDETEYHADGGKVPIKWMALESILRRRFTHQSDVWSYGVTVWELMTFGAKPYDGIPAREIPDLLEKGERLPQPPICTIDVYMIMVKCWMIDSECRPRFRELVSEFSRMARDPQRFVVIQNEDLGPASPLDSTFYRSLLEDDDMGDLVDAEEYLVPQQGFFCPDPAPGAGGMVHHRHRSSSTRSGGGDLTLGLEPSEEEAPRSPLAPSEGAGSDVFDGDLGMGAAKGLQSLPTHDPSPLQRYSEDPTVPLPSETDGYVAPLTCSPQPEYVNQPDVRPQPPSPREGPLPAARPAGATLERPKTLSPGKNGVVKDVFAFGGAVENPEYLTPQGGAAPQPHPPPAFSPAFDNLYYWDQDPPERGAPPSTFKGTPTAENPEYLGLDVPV
Cdc25B inh: inhibitors of Cdc25B phosphatase catalytic domain, primary screen, biochemical, OMFP fluorescence; AID 368, 2006; M-phase inducer phosphatase 2 (Homo sapiens), P30305; hit rate 0.1% among 65,000; recombinant Cdc25B, OMFP fluorescence Ex485/Em525; inhibition, %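 (compounds tested at 10 µM final in the well)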; in the data active = inhibition above about 50%
Starred values were filed as active, the others as inactive; nt = not tested or not shown. This is a subset (hit frequency here may not be typical).

SMILES	MKP-1 inh	Fluor 339 460	PKA kinase inh	Abs 340nm	ROCK2 blocker	Hsp90 block	JNK3 inh	HER2 expr 66K	Cdc25B inh
CC1(C)Oc2ccc(C(=O)NC3CC3)cc2N(CC(=O)N2CCOCC2)C1=O	4	1.1	3	1	0	2	-4	104	2
CC1(C)C(=O)Nc2ccccc2N1C(=O)COC(=O)Cn1cnc2ccccc2c1=O	4	1	3	0.98	2	-4	2	108	-10
O=C(O)Cn1cc(C(=O)C2CC2)c2ccccc21	5	1.1	7	1.1	6	-15	1	71	1
COc1cccc(OCCn2ccnc2)c1	1	1	7	1	5	-5	-1	88	-8
CN(C)c1ccc(C2=NOC(CN3C(=O)c4ccccc4S3(=O)=O)C2)cc1 (stereo not drawn)	-94	1.1	-7	1.1	-8	-1	-3	96	-11
O=C1CC(NCc2ccc3c(c2)OCO3)C(=O)N1CCc1ccccc1 (stereo not drawn)	7	1.1	-3	1	6	-3	-4	77	-11
CC(C)COc1ccc(C(=O)NCc2ccco2)cc1	2	1.1	-4	1	0	-3	8	90	0
O=C1CCC(=O)N1CN(C(=O)c1ccco1)c1ccccc1	-23	1.1	3	1	5	-1	1	85	6
COc1ccc(NC(=O)c2cncc(Br)c2)c(S(=O)(=O)N2CCOCC2)c1	11	1.1	-1	1	nt	nt	nt	161	-8
CC(NC(=O)C1CCCCC1)C(c1cccs1)N1CCOCC1 (stereo not drawn)	-4	1.1	-3	1.1	0	-4	-1	100	-10
Cn1cccc1Cc1nnc(SCC(=O)N2CCCC2)n1CCc1ccccc1	3	1.1	7	1	5	5	4	108	-3
CCN(CC)CCn1c(SCC(=O)NCc2ccco2)nc2c(sc3ccccc32)c1=O	23	1.4	6	1.1	4	-4	-2	97	-17
c1ccc(Nc2nc(N3CCCCC3)nc(N3CCNCC3)n2)cc1	-18	1.1	3	1	5	-4	6	106	-8
Cc1cccc(-c2c3c(=O)n(C)c(=O)n(C)c3cn2-c2ccccc2O)c1	-8	2.6*	9	1	2	0	-6	115	5
CN(C)c1ccc(C(=S)NCc2ccco2)cc1	3	1	12	1.1	11	-17	-2	nt	-9
CCN=c1sc(C(=O)NCCc2ccccc2)cc(=O)n1CC	-12	1	5	1.1	6	4	4	82	-5
CCOc1ccc(C(=O)CCN2CCCCC2)cc1	6	1.1	1	1	-1	0	-3	81	5
COc1ccc(CCNC(=O)Cn2cnc3c2c(=O)n(C)c(=O)n3C)cc1OC	9	1.1	0	1.1	1	1	3	123	-6
CC1CCCCN1C(=O)CSc1nc2cc3c(cc2c(=O)n1Cc1ccc2c(c1)OCO2)OCO3 (stereo not drawn)	7	1.1	4	1	nt	-8	nt	92	-13
CCCCCC#CCC#CCC#CCC#CCCCC(=O)O	29	1	-7	0.97	-2	-15	4	52	20
CCCn1c(CNC(=O)c2ccccc2)nc2ccccc21	-17	1.1	8	1	1	-1	8	115	2
O=C(C1CCC1)N1CCc2cc(S(=O)(=O)NCc3ccco3)ccc21	-12	1.1	6	0.99	5	0	4	109	-15
CCC(=O)Nc1ccc(N2CCN(Cc3ccccc3F)CC2)cc1	14	1.1	2	1	nt	nt	nt	193	-16
CCn1c(=O)c(C(=O)Nc2cccnc2)c(O)c2ccccc21	11	1.1	10	0.98	7	2	1	84	-4
CN1C(=O)c2ccc(C(=O)NC3CCCCC3)cc2C1=O	-4	1.1	10	1	9	-4	-3	102	-13
CC1CCCCN1S(=O)(=O)c1ccc(NC(=O)c2cccs2)cc1 (stereo not drawn)	2	1.1	nt	0.99	nt	-3	nt	nt	-8
CCn1c(=O)c2cc(C(=O)NCCN3CCOCC3)sc2c2ccccc21	6	2.1*	4	1.1	7	-4	-1	83	-18
Cc1ccc(-n2ncc3c(=O)[nH]c(SCC(=O)N4CCOCC4)nc32)cc1	-4	1.1	10	0.98	7	-3	5	97	5
Cc1ccc(NCN2C(=O)C3C4C=CC(C4)C3C2=O)cc1 (stereo not drawn)	6	1.1	6	1	4	-3	5	86	-16
O=C(CCSc1ccc(F)cc1)Nc1ccc(-n2cnnn2)cc1	0	1.1	0	1	nt	nt	nt	97	-13
CN1CC(=O)Nc2ccc(F)cc2C1=O	-22	1.1	-12	1	-4	-2	-1	136	13
Cc1ccc(NC2c3ncccc3C(=O)N2C2CCCCC2)cc1 (stereo not drawn)	32	0.95	14	1.1	8	-7	4	94	-15
CC1(C)CC(=O)C2=C(C1)OC(/N=C/N1CCOCC1)=C(C#N)C2c1ccccc1 (stereo not drawn)	-8	1.1	-13	1.1	-5	-4	-3	91	-1
Cc1ccc(-c2c3c(=O)n(C)c(=O)n(C)c3cn2-c2ccccc2O)cc1	15	3.2*	0	1	1	1	5	73	4
Cc1nc(Nc2nc(=O)c3ccccc3n2C)nc2c(C)cccc12	3	1.8	3	1	8	-19	-1	69	-6
COC(=O)c1cccc(OC(N)=O)c1	-1	1.1	6	0.99	8	5	1	62	-9
Cc1ccc2cc(C(c3nnnn3C(C)(C)C)N3CCCC3)c(=O)[nH]c2c1C (stereo not drawn)	12	1.4	2	1	0	2	-7	85	9
CC(=O)Nc1cc(C(=O)c2ccccc2)ccc1N1CCOCC1	7	1.1	0	1.1	-3	-3	-6	106	-2
COc1ccc(N2C(=O)CSC23C(=O)N2CCCc4cccc3c42)cc1 (stereo not drawn)	-18	1.1	-1	1	7	67*	2	94	-8
CN1CCN(Cc2c(O)ccc3c2oc(=O)c2ccccc23)CC1	-4	1.1	-1	1.1	-5	-1	3	95	4
Cc1ccccc1C(=O)c1cccn1CC(=O)NCc1ccco1	0	1	6	1	5	-7	-4	77	-14
CC1CC(C)(C)NC(=S)S1 (stereo not drawn)	-28	1	-2	1	-3	7	-1	78	0
CCOC(=O)c1sc2nccc(N(C)C)c2c1N=CN(C)C	8	1.2	-8	1.1	-2	-1	-8	123	-1
O=C(CCCn1c(=O)c2sccc2n(Cc2cc(=O)n3ccccc3n2)c1=O)NCc1ccco1	4	1.6	-1	1	3	-4	-1	106	1
COc1ccc(CN2C(=O)CCC2(C)C(=O)NC2CCCCC2)c(OC)c1 (stereo not drawn)	11	1.1	0	0.98	1	-1	-7	98	-8
CCN(CC)CCNC(=O)Cc1nn(CC)c(=O)c2ccccc12	16	1.1	0	1.1	3	2	-1	110	2
CCOC(=O)c1ccc2c(c1)n(CCO)c(C)[n+]2CC	-8	1.1	5	1	1	2	2	82	0
CCCCOc1ccc(OCCNS(=O)(=O)N(C)C)cc1	-2	1.1	-4	1	-2	-3	0	85	-8
CC(=O)Nc1ccc(OCC=C(Cl)Cl)cc1	-1	1	6	1	2	-3	0	110	3
CS(=O)(=O)N1CCC(C(=O)Nc2cccc(C(F)(F)F)c2)CC1	23	1.1	13	0.99	1	4	0	44	-3
O=C(O)CCC(=O)NCCn1c(-c2ccccc2)csc1=Nc1ccccc1	24	1.1	11	1	7	0	-1	116	-9
CCn1c(SCC(=O)NCCc2ccccc2)nnc1-c1cccs1	22	1.2	8	1	3	0	6	106	-19
CCCn1c(SCC(N)=O)nnc1-c1ccco1	-29	1	9	0.97	nt	0	nt	60	-1
CCOC(=O)c1c(N)sn(-c2ccccc2)c1=S	-10	1	4	1.1	7	-1	1	192	-1
COc1ccc(S(=O)(=O)NCC2CCC(C(=O)N3CCC4(CC3)OCCO4)CC2)cc1 (stereo not drawn)	8	1	6	1.1	nt	nt	nt	92	-9
Clc1ccc(-n2ncc3c(NCc4cccs4)ncnc32)cc1	-2	1.1	-4	1	-19	-3	1	62	0
COc1cc2c(cc1OC)C1(CCCC1)C(N)=C2C#N	0	1.1	3	1	-12	-3	-4	99	5
CCCCCn1c(SCCC(C)C)nc2c1c(=O)[nH]c(=O)n2C	27	1.1	-5	0.98	-3	-3	-3	94	-15
O=C(CSc1nnnn1C1CCCCC1)NCc1ccc2c(c1)OCO2	-11	1.1	15	0.99	5	-2	0	102	0
COC(=O)c1cccc(Nc2nc3ccccc3nc2C)c1	18	1.3	7	1.1	2	4	-4	65	3

Already shown: twelve of the compounds above.
SMILES	MKP-1 inh	Fluor 339 460	PKA kinase inh	Abs 340nm	ROCK2 blocker	Hsp90 block	JNK3 inh	HER2 expr 66K	Cdc25B inh
CCN(CC)CCNC(=O)Cc1nn(CC)c(=O)c2ccccc12	16	1.1	0	1.1	3	2	-1	110	2
CCOC(=O)c1ccc2c(c1)n(CCO)c(C)[n+]2CC	-8	1.1	5	1	1	2	2	82	0
CCCCOc1ccc(OCCNS(=O)(=O)N(C)C)cc1	-2	1.1	-4	1	-2	-3	0	85	-8
CC(=O)Nc1ccc(OCC=C(Cl)Cl)cc1	-1	1	6	1	2	-3	0	110	3
CS(=O)(=O)N1CCC(C(=O)Nc2cccc(C(F)(F)F)c2)CC1	23	1.1	13	0.99	1	4	0	44	-3
O=C(O)CCC(=O)NCCn1c(-c2ccccc2)csc1=Nc1ccccc1	24	1.1	11	1	7	0	-1	116	-9
CCn1c(SCC(=O)NCCc2ccccc2)nnc1-c1cccs1	22	1.2	8	1	3	0	6	106	-19
CCCn1c(SCC(N)=O)nnc1-c1ccco1	-29	1	9	0.97	nt	0	nt	60	-1
CCOC(=O)c1c(N)sn(-c2ccccc2)c1=S	-10	1	4	1.1	7	-1	1	192	-1
COc1ccc(S(=O)(=O)NCC2CCC(C(=O)N3CCC4(CC3)OCCO4)CC2)cc1 (stereo not drawn)	8	1	6	1.1	nt	nt	nt	92	-9
Clc1ccc(-n2ncc3c(NCc4cccs4)ncnc32)cc1	-2	1.1	-4	1	-19	-3	1	62	0
COc1cc2c(cc1OC)C1(CCCC1)C(N)=C2C#N	0	1.1	3	1	-12	-3	-4	99	5

New compounds follow:
SMILES	MKP-1 inh	Fluor 339 460	PKA kinase inh	Abs 340nm	ROCK2 blocker	Hsp90 block	JNK3 inh	HER2 expr 66K	Cdc25B inh
Cc1cc(C(=O)NC2CCCC2)on1	2	1.1	5	1.1	7	-2	3	97	-12
COC(=O)c1ccccc1NC(=O)C12CCC(C)(C(=O)O1)C2(C)C (stereo not drawn)	0	1	9	1	8	0	8	111	1
C=CCNC(=O)c1cc(-c2ccc(Br)cc2)on1	3	1.1	7	0.98	8	-4	3	82	-3
CCOC(=O)c1c(NC(=O)c2ccc(S(=O)(=O)N3CCOCC3)cc2)sc2c1CCN(C)C2	37	1.2	-2	1.1	nt	-1	nt	97	-12
CCOc1ccc(CCNC(=O)CN2CCN(Cc3ccc(F)cc3)C2=O)cc1OCC	-4	1.1	8	1.1	nt	-2	nt	112	-9

Source: PubChem
